TAAR1 antag: human TAAR1 antagonists, primary screen, Fluo-8 calcium fluorescence, CHO RD-HGA16 cells. AID 624466, 2012. inhibition, % at 3 µM. antagonist. 1.5% of 360,000 active;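 active = inhibition above a per-plate cutoff, the mean inhibition of test compounds on that plate plus 3 SD, cut at about 49% in these data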;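 note: 0% = DMSO plus EC80 beta-PEA response and 100% = DMSO alone without agonist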
Target sequence (Q96RJ0 whole entry, looked up): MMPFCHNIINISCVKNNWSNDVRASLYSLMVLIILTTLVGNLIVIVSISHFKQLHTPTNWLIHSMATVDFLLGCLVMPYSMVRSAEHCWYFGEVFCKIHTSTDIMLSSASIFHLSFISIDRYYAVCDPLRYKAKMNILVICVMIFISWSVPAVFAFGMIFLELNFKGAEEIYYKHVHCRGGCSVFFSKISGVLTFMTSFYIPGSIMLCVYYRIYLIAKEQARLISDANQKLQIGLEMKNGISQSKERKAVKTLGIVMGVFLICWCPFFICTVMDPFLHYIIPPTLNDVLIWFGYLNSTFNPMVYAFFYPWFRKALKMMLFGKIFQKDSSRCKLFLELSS
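Material: RD-HGA16 CHO cells with stable hTAAR1 and Gα16; Dosing: single nominal final test compound concentration of 3 µM; Schedule: seeding 17-24 h prior, 75-min 37 °C, 30-min RT dye loading; Detection: kinetic Fluo-8 calcium fluorescence measurement; Measure: % inhibition from peak post-agonist over basal fluorescence ratio; Benchmarks: vehicle and agonist controls.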
CHRM5 agonist: human M5 muscarinic receptor agonists, primary screen, CHO-K1 cells, Fluo-8 calcium fluorescence; Muscarinic acetylcholine receptor M5 (Homo sapiens), P08912; CHO-K1 hM5 cells; 0% DMSO wells, 100% maximal acetylcholine response; activation, % at 3 µM; 0.19% of 360,000 active;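 active = activation above the run's mean over test compounds plus 3 SD, cut at about 23% in these data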;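 note: signal is peak over basal fluorescence ratio across the kinetic read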
TAAR1 agonist: human TAAR1 agonists, primary screen, Fluo-8 calcium fluorescence, CHO RD-HGA16 cells. vehicle wells 0%, saturating PEA agonist 100%. Trace amine-associated receptor 1 (Homo sapiens), Q96RJ0. AID 624467, 2012. activation, % at 3 µM. 0.99% of 360,000 active;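 active = activation above the mean activation of all test compounds in the run plus 3 SD, cut at about 38% in these data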
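Benchmarks: low control DMSO, high control PEA (EC100); System: CHO RD-HGA16 cells carrying human TAAR1 plus Gα16; Detection: Fluo-8 fluorescence, 5 s baseline then 140 s kinetic read; Schedule: 17-24 h plating, Fluo-8 75 min 37 °C, 30 min RT; Read-out basis: % activation from peak over basal fluorescence ratio, DMSO-to-PEA scaled.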
CRFBP-R2 block: antagonists of CRF-BP/CRF-R2 complex, primary screen, cell-based, HEK293, calcium dye fluorescence, uHTS. CRF-induced calcium fluorescence. inhibition, % at 11.8 µM. 0.59% of 350,000 active;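 active = inhibition of the ligand-induced calcium signal above about 50% at the single tested concentration, limit read from the data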
CHO-K1 Ca PAM: nonselective calcium activators in parental CHO-K1 cells, primary screen, counter-screen for M1 PAM project, cell-based, Fluo-8 calcium fluorescence, full deck, 1536-well; activation, % at 3 µM; ATP EC20; 0% at ATP EC20, 100% at ATP max; AID 602247, 2012; 0.02% of 360,000 active;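 active = activation above the run cutoff, the mean activation of all test compounds plus 3 SD, cut at about 40% in these data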;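 note: peak over basal fluorescence ratio in a 140 s read after ATP addition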
M5 antag: human M5 muscarinic receptor antagonists, primary screen, CHO cells, Fluo-8 calcium fluorescence; 0.59% of 360,000 active; Muscarinic acetylcholine receptor M5 (Homo sapiens), P08912; inhibition, % at 3 µM; CHO-hM5 cells, ACh EC80;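 active = inhibition above a per-plate cutoff, the mean of that plate's test compounds plus 3 SD, cut at about 27% in these data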;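 note: 0% = acetylcholine EC80 with DMSO and 100% = DMSO without agonist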
CRFBP-R2 agonist: agonists of CRF-BP/CRF-R2 complex, primary screen, cell-based, HEK293, calcium dye fluorescence, uHTS. AID 588473, 2011. activation, % at 13.2 µM. CRF-binding protein / CRF receptor 2 complex (human). calcium dye fluorescence (FLIPR); percent of saturating CRF peptide response. 0.46% of 350,000 active;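 active = activation of at least 50%, plus an integration ratio under a set limit after plate pattern correction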;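 note: plate controls were neutral control wells without compound for no effect and CRF at EC100 for full effect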
M5 PAM: human M5 muscarinic receptor positive allosteric modulators, primary screen, CHO-K1 cells, Fluo-8 calcium fluorescence. Muscarinic acetylcholine receptor M5 (Homo sapiens), P08912. CHO-K1 hM5, ACh EC20 PAM; 0% = ACh EC20, 100% = ACh EC100. activation, % at 3 µM. 0.3% of 360,000 active. AID 624038, 2012;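 active = activation above the run cutoff, the mean activation of all test compounds plus 3 SD, cut at about 18% in these data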
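system = human M5 receptor in CHO-K1 cells | compound = one concentration, 3 µM final (nominal) | schedule = Post-acetylcholine fluorescence recording 140 s | signal = Fluo-8 calcium dye fluorescence, kinetic read | benchmarks = low control EC20 acetylcholine (0%), high control EC100 acetylcholine (100%) | repeats = singlicate, one well per test compound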
CHRM4 PAM: human M4 muscarinic receptor positive allosteric modulators, primary screen, CHO-K1 cells, Fluo-8 calcium fluorescence. Muscarinic acetylcholine receptor M4 (Homo sapiens), P08173. CHO-K1 hM4/Gqi5, ACh EC20; 0% = ACh EC20, 100% = maximal ACh. activation, % at 3 µM. 0.4% of 360,000 active. AID 624126, 2012;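 active = activation above its plate's cutoff, the mean activation of sample wells plus 3 SD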; note: some results filed as inactive read as strong as hits
Target sequence (P08173 whole entry, looked up): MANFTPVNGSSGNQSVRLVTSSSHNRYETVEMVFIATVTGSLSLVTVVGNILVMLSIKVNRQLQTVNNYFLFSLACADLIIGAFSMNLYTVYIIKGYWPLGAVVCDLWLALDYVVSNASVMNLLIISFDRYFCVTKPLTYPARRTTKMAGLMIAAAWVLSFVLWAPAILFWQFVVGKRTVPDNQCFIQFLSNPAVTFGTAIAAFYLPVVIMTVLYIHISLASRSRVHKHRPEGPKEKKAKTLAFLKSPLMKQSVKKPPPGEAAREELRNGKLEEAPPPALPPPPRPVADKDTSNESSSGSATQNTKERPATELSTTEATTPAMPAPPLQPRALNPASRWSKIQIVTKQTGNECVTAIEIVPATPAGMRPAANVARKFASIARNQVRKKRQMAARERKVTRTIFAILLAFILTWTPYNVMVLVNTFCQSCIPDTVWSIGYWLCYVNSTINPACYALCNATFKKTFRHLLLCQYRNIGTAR
Active calls of the source: *; · = not tested or not shown.

No.	SMILES	TAAR1 antag	CHRM5 agonist	TAAR1 agonist	CRFBP-R2 block	CHO-K1 Ca PAM	M5 antag	CRFBP-R2 agonist	M5 PAM	CHRM4 PAM
1	Cc1nn(-c2ccccc2)c2sc(C(=O)N(Cc3ccco3)C(C)C(=O)NC(C)(C)C)cc12 (centres undefined)	-14	-3	-1	-3	27	0	1.6	-2	-4
2	COc1ccc(NC(=O)Nc2ccc(OCC(=O)N3CCOCC3)cc2)cc1OC	-33	0	2	11	11	8	0.7	-4	-8
3	COc1ccccc1-c1nc(SCC(=O)NCc2ccco2)c2c(=O)n(C)c(=O)n(C)c2n1	2	-5	-1	9	-9	8	-0.5	-2	-2
4	OCCN1CCN(CC(O)COCC2COc3ccccc3O2)CC1 (centres undefined)	-1	-2	4	-34	11	8	-6.7	-2	-1
5	O=C1c2oc3ccc(Br)cc3c(=O)c2C(c2cccc(F)c2)N1CCO (centres undefined)	4	-3	5	17	-5	8	-2.9	-7	-1
6	CC(Oc1ccc(F)cc1)C(=O)N(Cc1ccccc1)c1c(N)n(Cc2ccccc2)c(=O)[nH]c1=O (centres undefined)	-14	-3	0	3	4	0	-0.5	3	1
7	CCCC12CN3CC(C)(CN(C1)C3c1ccc(OC(C)C)cc1)C2=O (centres undefined)	1	-1	14	-20	-6	6	3.1	-3	6
8	COc1ccc(OC(=O)CCN2C(=O)C3C4C=CC(C4)C3C2=O)cc1 (centres undefined)	9	-1	10	7	21	0	-2.2	-3	-2
9	CC(=O)COC(=O)c1cccc(N2C(=O)C3C4C=CC(C4)C3C2=O)c1 (centres undefined)	-15	2	0	23	-10	2	0.1	-7	10
10	COc1cccc(Cn2nc(C(=O)O)c3ccccc3c2=O)c1	-11	6	1	-3	6	-5	-1.0	5	-1
11	CON(C)C(=O)CC(CNC(=O)OC(C)(C)C)c1ccc(Cl)cc1 (centres undefined)	11	-1	9	8	12	3	-2.9	1	5
12	COC(=O)c1c(NC(=O)COC(=O)CNC(=O)C2CCCCC2)sc(C)c1C	-13	-3	13	12	27	10	-3.0	-4	7
13	Clc1ccc(-n2nnnc2CN2CCOCC2)cc1	-5	0	7	-11	18	4	0.9	-2	4
14	COc1ccc(OC)c(NC(=O)CCn2c(=S)[nH]c3ccccc3c2=O)c1	2	-3	1	3	-2	-8	-1.1	-2	3
15	Nc1nnnn1CC(=O)N/N=C/c1ccccn1	-3	2	2	-5	11	8	-0.1	7	-2
16	Cc1c(C)c2ccc(OCC(=O)NCc3ccccn3)cc2oc1=O	1	-7	2	6	-11	17	-1.1	-2	10
17	COc1ccc(OC)c(NS(=O)(=O)c2ccc(-n3cccn3)cc2)c1	-1	2	4	-17	-10	8	-2.4	-5	-3
18	C=CCNC(=O)C1CCN(c2cc(C)nc(-c3ccccc3)n2)CC1	-11	-3	3	5	17	-17	-0.7	14	7
19	COc1cc(OC)cc(C(=O)NNC(=O)CNC(=O)c2ccc(Br)o2)c1	-4	1	0	1	-26	14	1.1	-7	-4
20	Oc1ccc(-c2n[nH]c(=S)n2-c2ccc3c(c2)OCCO3)c(O)c1	-18	0	1	-16	11	4	-1.0	-3	-3
21	C=CCn1c(SCC(=O)NCCCC(=O)OCC)nc2scc(-c3ccco3)c2c1=O	-16	-3	-2	20	-12	5	-6.5	0	-14
22	O=C(O)c1ccc(Cn2cnc3c(=O)[nH]cnc32)cc1	-10	1	3	-10	18	5	-0.5	4	6
23	CC(C)C(=O)NC(=O)[C@@H]1CCCN1C(=O)/C=C/c1ccccc1	2	-1	11	8	9	3	0.2	15	9
24	N#Cc1nc(-c2ccc(OCc3ccccc3)cc2)oc1NCc1cccnc1	6	0	0	2	6	5	1.2	-10	-12
25	Cc1ccccc1NC(=O)Cc1nc(-c2c[nH]c(C(=O)N3CCCC3)c2)cs1	-17	-1	-1	3	17	-1	0.6	8	-2
26	CCCCNC(C(=O)Nc1cccc(S(=O)(=O)N2CCOCC2)c1)c1ccccc1 (centres undefined)	-9	-7	-1	-2	20	1	1.5	5	-3
27	Cc1cccn2cc(-c3cccc(S(=O)(=O)N4CCCCC4)c3)nc12	-29	-4	1	-3	-18	1	0.3	0	-5
28	CCOc1ccc(S(=O)(=O)N2CCN(c3ccc(C)cc3C)CC2)cc1	18	1	7	-5	15	-3	-1.1	-2	6
29	CCOC(=O)NC(=O)COC(=O)c1ccc(Sc2ncn[nH]2)c([N+](=O)[O-])c1	2	-3	1	3	14	5	-2.2	5	-3
30	CN(C)c1ccc(C(c2nnnn2CCOC(=O)Nc2ccc(Cl)cc2)N2CCOCC2)cc1 (centres undefined)	-1	-1	11	-4	2	-6	-0.5	-1	18
31	Cn1c(CNC2CCCCC2)nc2ccccc21	6	-3	5	-1	23	-7	1.9	-4	-3
32	COc1ccc(CCNC(=O)COC(=O)Cc2cc(OC)c(OC)c(OC)c2)cc1	12	0	6	4	5	-6	-0.4	7	4
33	NC(=O)Nc1ccccc1C(=O)NCCc1ccccc1	12	0	10	15	6	0	1.3	-3	-1
34	COc1cc(Cl)ccc1OCc1cc(C(=O)NCC(C)c2ccccc2)no1 (centres undefined)	11	-6	4	11	14	0	12	-3	-2
35	CN1CCN(CC(=O)N2N=C(c3cccs3)CC2c2ccco2)CC1 (centres undefined)	-6	-2	1	0	20	-2	-2.1	-3	15
36	O=C(CN1C(=O)c2ccccc2C1=O)Nc1cccc2cccnc12	-12	1	0	7	8	-3	-1.1	-3	7
37	COc1cccc(C(=O)Oc2c(CN3CCOCC3)cc(Cl)c3cccnc23)c1	22	-5	8	5	25	2	-0.3	5	-1
38	O=C(/C=C/c1ccc(OCCCF)cc1)NCc1ccc(Cl)cc1	-9	-3	10	17	15	6	2.8	-4	-1
39	Fc1ccccc1-n1[nH]nnc1=S	3	-9	12	-22	10	1	0.2	1	3
40	CN(C)CCNC(=S)Nc1ccc(Br)cc1	0	-3	1	12	19	2	-1.0	5	3
41	Cc1nn(C)c(-c2n[nH]c(=S)n2-c2ccccc2)c1Cl	-4	-2	12	-14	0	0	0.5	-3	5
42	Cc1cccc(S(=O)(=O)CC(=O)Nc2nc(-c3ccccc3)cs2)c1	54*	-2	17	-2	4	9	-1.4	-12	-12
43	CCN(CC)C(=O)C1=C(C)N(CCC2=CCCCC2)C(=O)C(CC(=O)NCc2cccs2)C1 (centres undefined)	-8	1	0	-4	-2	1	-0.7	-5	5
44	CC(c1ccccc1)n1c(-c2ccncc2)n[nH]c1=S (centres undefined)	6	-4	0	2	12	-1	-0.1	8	13
45	O=C(c1ccc(F)cc1)C1CCN(Cc2ccccc2)CC1	-27	-15	6	-12	4	9	0.1	3	-13
46	Cc1ccccc1NC(=O)/C(=C/c1ccco1)c1ccccc1	18	-1	18	3	17	4	0.0	-3	1
47	O=C(Cn1ncc2c3ccccc3n(Cc3ccccc3)c2c1=O)NCc1ccccn1	0	-2	2	-2	4	-4	-0.3	0	-4
48	COc1ccc(OCCNC(=O)c2ccc3nc(C)c(N(C)C(=O)CCc4ccccc4)n3c2)cc1	3	1	1	·	8	11	·	-7	-2
49	O=C(NCCCCCCNC(=O)c1cccs1)c1cccs1	-7	-1	13	-2	26	4	-0.6	-5	8
50	Cc1cc(C)cc(OCC(=O)Nc2cnn(CCCC(=O)O)c2)c1	0	2	0	7	5	-11	-1.7	4	1
51	NCCSc1c(-c2ccccc2)[nH]c2ccccc12	4	1	12	-6	-2	-5	-3.2	0	-3

In another format: 14 of the compounds above
Values run as follows: TAAR1 antag | CHRM5 agonist | TAAR1 agonist | CRFBP-R2 block | CHO-K1 Ca PAM | M5 antag | CRFBP-R2 agonist | M5 PAM | CHRM4 PAM
31: Cn1c(CNC2CCCCC2)nc2ccccc21
 : 6 | -3 | 5 | -1 | 23 | -7 | 1.9 | -4 | -3
32: COc1ccc(CCNC(=O)COC(=O)Cc2cc(OC)c(OC)c(OC)c2)cc1
 : 12 | 0 | 6 | 4 | 5 | -6 | -0.4 | 7 | 4
33: NC(=O)Nc1ccccc1C(=O)NCCc1ccccc1
 : 12 | 0 | 10 | 15 | 6 | 0 | 1.3 | -3 | -1
34: COc1cc(Cl)ccc1OCc1cc(C(=O)NCC(C)c2ccccc2)no1 (centres undefined)
 : 11 | -6 | 4 | 11 | 14 | 0 | 12 | -3 | -2
35: CN1CCN(CC(=O)N2N=C(c3cccs3)CC2c2ccco2)CC1 (centres undefined)
 : -6 | -2 | 1 | 0 | 20 | -2 | -2.1 | -3 | 15
36: O=C(CN1C(=O)c2ccccc2C1=O)Nc1cccc2cccnc12
 : -12 | 1 | 0 | 7 | 8 | -3 | -1.1 | -3 | 7
37: COc1cccc(C(=O)Oc2c(CN3CCOCC3)cc(Cl)c3cccnc23)c1
 : 22 | -5 | 8 | 5 | 25 | 2 | -0.3 | 5 | -1
38: O=C(/C=C/c1ccc(OCCCF)cc1)NCc1ccc(Cl)cc1
 : -9 | -3 | 10 | 17 | 15 | 6 | 2.8 | -4 | -1
39: Fc1ccccc1-n1[nH]nnc1=S
 : 3 | -9 | 12 | -22 | 10 | 1 | 0.2 | 1 | 3
40: CN(C)CCNC(=S)Nc1ccc(Br)cc1
 : 0 | -3 | 1 | 12 | 19 | 2 | -1.0 | 5 | 3
41: Cc1nn(C)c(-c2n[nH]c(=S)n2-c2ccccc2)c1Cl
 : -4 | -2 | 12 | -14 | 0 | 0 | 0.5 | -3 | 5
42: Cc1cccc(S(=O)(=O)CC(=O)Nc2nc(-c3ccccc3)cs2)c1
 : 54* | -2 | 17 | -2 | 4 | 9 | -1.4 | -12 | -12
43: CCN(CC)C(=O)C1=C(C)N(CCC2=CCCCC2)C(=O)C(CC(=O)NCc2cccs2)C1 (centres undefined)
 : -8 | 1 | 0 | -4 | -2 | 1 | -0.7 | -5 | 5
44: CC(c1ccccc1)n1c(-c2ccncc2)n[nH]c1=S (centres undefined)
 : 6 | -4 | 0 | 2 | 12 | -1 | -0.1 | 8 | 13

Screening data deposited in PubChem by several laboratories.
